M17LAP inhibition: P. falciparum M17LAP inhibitors, primary screen, biochemical, fluorogenic H-Leu-NHMec substrate, 1536-well (AID 1619); recombinant M17LAP, H-Leu-NHMec fluorogenic kinetic assay; higher % means a stronger effect; one-dose inhibition, % at 30 µM; IC50 in µM for titrated hits; hit rate 0.38% among 220,000;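 active = compound inhibiting the enzyme by more than half at any dose during confirmatory dose-response retesting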;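 also: plate controls were full reaction with DMSO carrier for no effect and no enzyme background for full effect; strong numbers were not always called active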
K1F lysis inhibition: protection from phage-mediated lysis, alamar blue read-out – E. coli UTI89, K1F phage, bacterial capsule biogenesis inhibitors (AID 488966); E. coli UTI89 K1F phage lysis, alamar blue, 2 h; higher % means a stronger effect; one-dose inhibition, % at 100 µM; IC50 in µM for titrated hits; hit rate 0.02% among 340,000;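 active = phage lysis inhibition, versus mean bacterial control, above a set limit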;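 also: capsule biogenesis inhibitors block K1F phage lysis so surviving cells raise fluorescence; higher fluorescence means more inhibition of phage lysis; actives were called in the ten point dose series up to 300 µM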
SIAH1 antagonists: blockers of Siah-1 interaction with plectin peptide – biochemical, fluorescence polarization, rhodamine-plectin, uHTS, primary screen (AID 1817); Siah-1 / rhodamine-plectin peptide fluorescence polarization; higher % means a stronger effect; displacement, % at 20 µM, or IC50 in µM where a hit was titrated; hit rate 0.02% among 290,000;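 active = displacement of at least 50% at 20 µM, with a fluorescence ratio check between 0.3 and a set limit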;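 also: plate controls were Siah plus tracer with DMSO for no effect and tracer alone without Siah for full effect; strong numbers were not always called active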
XIAP antagonists: XIAP antagonists, biochemical, IAP family, fluorescence polarization (AID 1018) | XIAP BIR domain, fluorescence polarization peptide displacement; higher % means a stronger effect | displacement, % at 20 µM; hits with a dose series show IC50 in µM | hit rate 0.007% among 200,000; in the data active = displacement above about 50%; also: a part of the inactive calls stands beside numbers as strong as those of hits
Hep lipid drop: modulators of hepatic lipid droplet formation; AML12 mouse hepatocytes, oleate lipid droplets, BODIPY imaging; inhibition, % at 6.5 µM; hit rate 0.4% among 240,000; AID 1656;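 active = lipid droplet intensity inhibited by at least 50%, with more than 500 cells counted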
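Assay system: AML12 mouse liver cells | Compound: 6.5 µM single-point dosing | Schedule: Overnight exposure | Technique: Fluorescence imaging, 20x objective, two fields per well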
TNAP activation fold: stimulation of alkaline phosphatase TNAP activity – biochemical, luminescent, no phosphate acceptor, uHTS, primary screen (AID 1001). purified TNAP, luminescent activation assay, no phosphate acceptor; higher activation fold means a stronger effect. hit rate 0.03% among 200,000. activation fold at 20 µM, or EC50 in µM where a hit was titrated; in the data active = activation fold from about 3, or a potency from the dose series; inactive = the rest, 99 in 100 with activation fold below about 1.6; also: many of its hits are not listed in these tables
PMI inhibitors: inhibitors of human PMI, primary screen, biochemical, fluorescence intensity, coupled assay (AID 1209) | purified PMI enzyme, coupled fluorescence intensity; higher % means a stronger effect | inhibition, % at 20 µM, or IC50 in µM where a hit was titrated | hit rate 0.42% among 190,000;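 also: plate controls were DMSO vehicle for no effect and wells lacking substrate for full effect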
M1AAP inhibition: P. falciparum M1AAP inhibitors, biochemical, fluorogenic H-Leu-NHMec substrate, 1536-well (AID 1445); recombinant M1AAP, H-Leu-NHMec fluorogenic kinetic assay; higher % means a stronger effect; one-dose inhibition, % at 30 µM; IC50 in µM for titrated hits; hit rate 0.42% among 220,000;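 active = primary inhibition above the hit cutoff, then over 50% inhibition at one or more dose response concentrations, cut at about 23% in these data, passing the limit was not always enough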;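 also: plate controls were DMSO full reaction for no effect and no enzyme background for full effect; strong numbers were not always called active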
human PMI inhibitors: human PMI inhibitors, high substrate, primary screen, biochemical, fluorescence intensity, high mannose 6-phosphate (AID 1220); recombinant PMI enzyme, coupled fluorescence intensity; higher % means a stronger effect; inhibition, % at 20 µM; hits with a dose series show IC50 in µM; hit rate 0.66% among 190,000
Hep lipid drop cells 6.5 µM: further read-out of Hep lipid drop, marked with its call; cell count; measured here: cell count, cytotoxicity flag;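 cells counted across two imaged fields per well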
* marks the source's active call; other numbers are inactive results; i = inactive; nt = not tested or not shown; [ ] = dose if it differs, or a comment. Rule as the data show it, unless noted: active = inhibition above about 50%; inactive = the rest.

molecule | M17LAP inhibition | K1F lysis inhibition | SIAH1 antagonists | XIAP antagonists | Hep lipid drop | Hep lipid drop cells 6.5 µM | TNAP activation fold | PMI inhibitors | M1AAP inhibition | human PMI inhibitors
Cc1ccc(CNc2ccc3c(c2)ncn3C(C)(C)C)cc1 | 32% | 1.5%[50 µM] | 0% | -7.3% | 18 | 821 | 0.8 | 25% | -2% | 32%
S=c1[nH]cc(-c2ccc(Cl)cc2)n1-c1ccccc1 | -6% | 3.8% | 2% | -2.0% | 12 | 630 | 0.8 | 10% | 5% | 11%
CCOC(=O)c1ccc(NC(=O)CN2C(=O)CSCC2=O)cc1 | 42µM* | 0.3% | 0% | -3.9% | -10 | 539 | 1.1 | 6% | -2% | 1%
O=C(c1ccc2nc(N3CCOCC3)sc2c1)N1CCCC1 | 14% | 0.0% | 2% | -2.0% | -3 | 705 | 1.1 | 15% | 6% | 11%
COc1ccc(/C=N/n2c(SC)nnc2-c2ccccc2)cc1C | 2% | 0.4% | -1% | -9.5% | 10 | 680 | 1 | 8% | -4% | -1%
COCc1[nH]nc2c1C1(C(=O)N(C)c3ccccc31)C(C#N)=C(N)O2 (stereo not given) | 0% | 0.4% | 5% | -16% | nt | nt | 1.1 | 0% | 0% | 1%
Cc1ccc(-c2noc(CN3CCC(C(N)=O)CC3)n2)cc1 | 6% | 0.4% | -7% | -7.0% | nt | nt | 1.1 | 1% | 2% | 7%
C=CCn1c(SCc2c(C)noc2C)nc2sc3c(c2c1=O)CCC(C)C3 (stereo not given) | 1% | 2.4% | 3% | -11% | 18 | 680 | 1.1 | 16% | 3% | 15%
c1ccc2c(c1)NC1(CCCCCC1)n1c-2nc2ccccc21 | -89% | 0.1% | 0% | -1.7% | 9 | 786 | 1.1 | 8% | 7% | 5%
Clc1nc2ccccc2cc1-c1nnn(-c2ccccc2)n1 | -4% | 0.4% | 2% | 0.6% | -9 | 650 | 1.1 | 0% | -3% | -4%
O=C(O)CCCN1C(=O)/C(=C/c2ccncc2)SC1=S | 37% | 0.3% | 0% | nt | -4 | 715 | nt | nt | 16% | nt
CCOC(=O)CSc1ncnc2c1c(-c1ccccc1)cn2-c1ccc(OC)cc1 | -3% | 2.9% | 8% | -6.5% | 13 | 624 | 1.2 | 13% | -4% | 8%
CCOC(=O)c1ccc(N2CCCCC2)c(NS(=O)(=O)c2ccc(C)cc2)c1 | 2% | nt | 0% | nt | -49 | 696 | nt | nt | 3% | nt
Cc1ccc(Cl)cc1NC(=O)Cn1cc2c(n1)CCCC2 | -4% | 1.9% | 9% | -0.3% | nt | nt | 1.2 | 0% | 3% | 0%
Cc1ccc(N=Cc2c(O)n(C)c(=O)n(C)c2=O)nc1 | -2% | 4.3% | 0% | -11% | nt | nt | 1.1 | 8% | 7% | 9%
Cc1ccc(Cl)cc1-n1c(=O)cc(N2CCN(C(=O)c3ccco3)CC2)[nH]c1=O | 7% | 4.3% | -2% | -3.4% | 20 | 701 | 1.1 | 1% | -3% | 2%
Cn1cccc1-c1nc2ccc(NC(=O)c3ccccc3)cc2[nH]1 | 3% | -2.7% | 4% | -2.2% | 12 | 725 | 1.1 | 1% | 10% | -2%
CC1CCCN(C(=O)c2ccccc2OC2CCN(S(C)(=O)=O)CC2)C1 (stereo not given) | 8% | -0.5% | -3% | -5.7% | 1 | 724 | 1.1 | 10% | 7% | 9%
Cc1sc2c(c1C)C(=O)NC(c1cccc(O)c1)N2 (stereo not given) | 12% | nt | 5% | -2.7% | nt | nt | 1 | 2% | 11% | -2%
CC(=O)c1ccc(Oc2nc(-c3cccnc3)nc3ccccc23)cc1 | -4% | -0.2% | 2% | -5.6% | 1 | 729 | 1 | -13% | 9% | -4%
Cc1cccc(OCc2nc(C)cc(=O)[nH]2)c1 | -2% | 0.2% | 2% | -2.6% | -12 | 749 | 1.1 | 7% | 3% | 2%
CC(=O)Cc1nsc(NC(=O)c2ccc(-c3cccc(Cl)c3)o2)n1 | 24% | 2.1% | 4% | -9.1% | 2 | 677 | 1.1 | -4% | 17% | 2%
CC1CCN(C(C(=O)Nc2ccc(C(C)C)cc2)c2ccc3c(c2)OCO3)CC1 (stereo not given) | -5% | 0.9% | -1% | -6.3% | nt | nt | 1.1 | -5% | -4% | -4%
COCc1cc(C)nc(OCC(=O)N/N=C/c2cccc(OC)c2)c1C#N | 4% | 0.3% | 11% | 0.6% | nt | nt | 1.1 | 15% | 4% | 31%
CCOC(=O)N1CCN(Cc2cc(=O)oc3cc4c(cc23)CCC4)CC1 | -1% | 0.6% | 4% | -0.1% | nt | nt | 1.1 | -2% | -1% | 1%
COCCN(CC(=O)NC1CCCCC1)C(=O)CCCC(=O)Nc1ccccn1 | -1% | 1.0% | 14% | -9.3% | 24 | 724 | 1 | 10% | 8% | 5%
Cc1ccc(-c2cc3nc(-c4ccccc4)cc(N)n3n2)cc1 | 11% | -1.4% | -5% | -3.2% | -4 | 679 | 1.4 | 6% | 10% | 4%
CCc1ccc(C2CC(c3ccc(C)cc3)Nc3nc(N)nn32)cc1 (stereo not given) | 5% | 8.9% | 5% | -2.3% | 15 | 671 | 0.9 | 0% | 0% | 2%
CCOC(=O)c1c(C)c(C(=O)NCCN2CCOCC2)c(C)n1CC | 1% | 2.6% | -3% | -7.2% | nt | nt | 1.1 | 4% | 22% | 4%
CC(C)C(NC(=O)OCc1ccccc1)C(=O)NC1CCCCC1 (stereo not given) | 1% | 0.1%[50 µM] | 3% | -7.3% | -13 | 624 | 1.1 | 8% | -1% | 6%
CC(C)(C)c1ccc(C(=O)N/C(=C/c2cccs2)C(=O)NCc2ccco2)cc1 | -5% | -2.6%[50 µM] | -1% | -2.5% | 12 | 653 | 1.1 | 12% | 5% | -2%
O=C(CSC1=NCCS1)Nc1ccc(S(=O)(=O)N2CCCCCC2)cc1 | -1% | 0.3% | 2% | -3.2% | nt | nt | 1.1 | 2% | 9% | 3%

Carrying on:
| smiles | M17LAP inhibition | K1F lysis inhibition | SIAH1 antagonists | XIAP antagonists | Hep lipid drop | Hep lipid drop cells 6.5 µM | TNAP activation fold | PMI inhibitors | M1AAP inhibition | human PMI inhibitors |
| --- | --- | --- | --- | --- | --- | --- | --- | --- | --- | --- |
| COc1ccc(OC)c(-c2cc(C(=O)N3CCN(c4ncccn4)CC3)c3ccccc3n2)c1 | -2% | -0.9% | -1% | -6.7% | nt | nt | 1 | 4% | 6% | 4% |
| COc1ccc(CN(C(C)=O)c2ccccc2C(=O)O)cc1 | -3% | -0.1% | 2% | nt | 15 | 730 | nt | nt | -1% | nt |
| COc1cc(C2c3c(oc4ccc(Cl)cc4c3=O)C(=O)N2Cc2ccco2)cc(OC)c1OC (stereo not given) | nt | nt | 1% | 32% | nt | nt | 1.1 | 9% | nt | 6% |
| CC(C)CC(c1nnnn1C(C)C)N1CCN(c2ccccc2)CC1 (stereo not given) | 2% | 1.1% | 3% | -4.3% | nt | nt | 1 | -4% | 0% | -2% |
| O=C(C1CCN(S(=O)(=O)N2CCOCC2)CC1)N1CCN(Cc2ccccc2)CC1 | 5% | 1.1% | -3% | -2.5% | nt | nt | 0.9 | -14% | 3% | -12% |
| COc1ccc([N+](=O)[O-])c(OC)c1C(=O)NC(=O)Nc1nc(C)cc(C)n1 | 4% | -0.6% | -2% | nt | -21 | 673 | nt | nt | 4% | nt |
| COc1ccc(NC(=O)c2cccc(NC(=O)c3ccco3)c2)c(OC)c1 | 0% | 0.1% | 0% | -7.3% | nt | nt | 1.1 | -1% | -1% | 3% |
| COC(=O)CSc1ncnc2c1cnn2Cc1ccccc1 | 3% | 0.1% | 0% | -8.5% | nt | nt | 1.1 | -10% | 13% | 3% |
| Cc1occc1C(=O)Nc1sc2c(c1C(N)=O)CCC(C(C)(C)C)C2 (stereo not given) | 2% | -0.3% | -2% | -2.7% | 19 | 808 | 1.1 | 14% | 8% | 11% |
| Cc1ccc(-c2nn(-c3ccccc3)cc2CSC(=N)N)cc1 | 1% | 0.2% | 2% | -3.0% | nt | nt | 0.7 | 3% | 2% | 1% |
| COc1cccc(C(=O)N(Cc2ccc(N(C)C)cc2)C2CCS(=O)(=O)C2)c1 (stereo not given) | 0% | 1.6% | -5% | -5.4% | nt | nt | 1.1 | 3% | 7% | 3% |
| CCCCCCCOc1ccc(OC(=O)c2cccnc2)cc1 | -9% | 0.2% | -2% | 2.5% | -15 | 496 | 1 | 11% | 3% | 9% |
| Cc1cc(C(=O)NCc2ccc(S(N)(=O)=O)cc2)ccc1[N+](=O)[O-] | -3% | 4.4% | 6% | -6.3% | 9 | 662 | 1 | 4% | -1% | -5% |
| Cc1nc(-c2ccccn2)sc1C(=O)O | -9% | i | 2% | -2.0% | 2 | 702 | 1.1 | -16% | -2% | -6% |
| COCCn1c(=O)[nH]c2cc(C(=O)NCCN3CCN(c4ccccc4F)CC3)ccc2c1=O | 13% | 1.8% | 7% | -3.5% | nt | nt | 1 | -16% | 9% | -10% |

High-throughput results deposited in PubChem by several laboratories.
